# VLA-4 antagonist: inhibition of LDV-FITC ligand binding to human VLA-4 integrin; P13612; Jurkat cells, LDV-FITC binding with Mn2+, flow cytometry; 100% = Mn2+-driven binding gain fully reversed; inhibition, % at 10 µM (by protocol); hit rate 0.2% among 24,000;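 active = inhibition above 50%; inconclusive = compound itself fluorescent, judged against control cell fluorescence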;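 also: 0% = Mn2+ stimulated cells lacking compound and 100% = ligand binding without Mn2+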
# Target sequence (P13612 whole entry, looked up): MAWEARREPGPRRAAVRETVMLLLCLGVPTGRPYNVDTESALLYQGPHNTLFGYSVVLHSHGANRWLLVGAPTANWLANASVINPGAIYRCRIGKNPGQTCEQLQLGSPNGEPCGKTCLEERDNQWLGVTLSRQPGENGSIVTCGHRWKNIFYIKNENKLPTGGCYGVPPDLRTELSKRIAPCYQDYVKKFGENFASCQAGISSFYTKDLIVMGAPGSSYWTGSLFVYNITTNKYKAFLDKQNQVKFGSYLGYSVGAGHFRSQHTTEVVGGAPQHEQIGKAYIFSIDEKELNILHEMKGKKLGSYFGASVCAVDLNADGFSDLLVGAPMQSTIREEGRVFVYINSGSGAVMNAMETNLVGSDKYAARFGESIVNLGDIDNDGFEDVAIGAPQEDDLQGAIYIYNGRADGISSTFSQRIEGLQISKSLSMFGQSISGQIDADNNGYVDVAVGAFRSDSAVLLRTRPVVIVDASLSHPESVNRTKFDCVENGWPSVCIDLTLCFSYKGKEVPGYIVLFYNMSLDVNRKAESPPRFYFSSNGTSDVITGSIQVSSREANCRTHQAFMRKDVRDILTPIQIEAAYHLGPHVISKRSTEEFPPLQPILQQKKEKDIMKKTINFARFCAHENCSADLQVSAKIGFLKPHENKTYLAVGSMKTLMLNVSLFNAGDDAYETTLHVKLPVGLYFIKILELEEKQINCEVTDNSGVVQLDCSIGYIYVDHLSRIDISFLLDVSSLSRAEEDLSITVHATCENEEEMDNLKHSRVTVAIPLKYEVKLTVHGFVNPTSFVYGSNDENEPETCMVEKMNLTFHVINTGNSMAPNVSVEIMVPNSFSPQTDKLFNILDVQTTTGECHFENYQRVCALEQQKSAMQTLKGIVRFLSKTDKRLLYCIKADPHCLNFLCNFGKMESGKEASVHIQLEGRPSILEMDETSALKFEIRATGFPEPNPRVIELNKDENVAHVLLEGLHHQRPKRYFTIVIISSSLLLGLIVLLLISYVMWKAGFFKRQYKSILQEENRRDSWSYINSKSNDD
# Prostate diff: activators of LNCaP prostate cell differentiation. flow cytometry side scatter, 4 d. side scatter shift, % at 10 µM. hit rate 0.56% among 24,000. AID 795;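 active = side scatter shift above 30%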;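 also: androgen-responsive LNCaP prostate cancer cells in charcoal-stripped serum medium; percent of cells past a gate set so DMSO wells show 10% shift; higher shift means more granular cells and more differentiation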
# Autofluor Jurkat: compound fluoresces in Jurkat cells, VLA-4 screen interference; fluorescence ratio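 (tested at 10 µM compound in the well)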; AID 576; compound autofluorescence, flow cytometry; stronger effect = higher value; 1 = vehicle-only cell background; hit rate 0.61% among 24,000;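 active = fluorescence ratio above 2.44, which is 1 plus 3 SD of all ratios; inconclusive = signal too bright to measure linearly, ratio around 10 or more; inactive = fluorescence ratio below 2.44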;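 also: green fluorescence of cells measured with 488 nm excitation and 530 nm emission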
# VLA-4 agonist: allosterically activates the human VLA-4 integrin; P13612; Jurkat cells, LDV-FITC binding, flow cytometry; activation, % at 10 µM (by protocol); 24,000 tested, under 10 active;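 active = fluorescent ligand binding to cells raised by more than 40% of the manganese-induced maximum; inconclusive = compound's own fluorescence above 85% of the ligand control signal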;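 also: 0% = ligand binding without compound and 100% = manganese-stimulated maximal binding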
# * hit, by the source's call; ? = inconclusive. These rows are one share of the data; count on the stated rates, not on these rows.
smiles	VLA-4 antagonist	Prostate diff	Autofluor Jurkat	VLA-4 agonist
COc1ccc(N(CC(=O)N2CCCC(C)C2)S(=O)(=O)c2c(C)nn(C)c2C)cc1 (stereo unspecified)	-10	12	1.1	-2
Cc1cc(=O)n(C)c(=O)n1CCCCCN1CCCC1	-8	16	1	-1
CCOc1cc(C#N)c(NC(=O)CSc2nnnn2-c2ccc(OC)cc2)cc1OCC	-4	6	1	1
CCOC(=O)N1CCC(NC(=O)C2=C(C)C(=O)OC23CCC(C)CC3)CC1 (stereo unspecified)	-7	4	1.1	-5
Cn1c(CNC(=O)C(C)(C)C)nc2ccccc21	-4	3	1	-3
CCCCOc1ccc(C(=O)Nc2ccc(N3CCN(C(=O)C(C)C)CC3)cc2)cc1	26	5	0.98	-4
CCOC(=O)c1cc2c(=O)n3cccc(C)c3nc2n(CCc2ccccc2)c1=N	-14	3	1.2	19
CC(=O)NCCn1c(SCC(=O)NCC2CCCO2)nc2ccccc2c1=O (stereo unspecified)	-1	9	1.1	-3
Cc1cccc(OCC(=O)N2CCC(c3ccccc3)C2)c1 (stereo unspecified)	-5	5	1.1	-4
CCOC(=O)C1=C(C)NC(=O)NC1c1ccc(OCC(=O)Nc2ccccc2)c(OC)c1 (stereo unspecified)	6	5	1.1	2
O=C(O)c1c[nH]ccc1=O	-8	9	1	2
COc1ccc2c(c1)c1c(n2C(C)=O)C(OC(C)=O)=NCC1	-12	6	1.1	-7
CCOC(=O)CSc1nc2c(sc3ccccc32)c(=O)n1CCCN1CCOCC1	2	18	1.1	-10
CCOc1ccc(S(=O)(=O)NCC2CCCO2)c2cccnc12 (stereo unspecified)	-13	6	0.97	2
C=CCn1c(SCC(=O)Nc2nnc(CC)s2)nnc1-c1ccco1	1	12	1	0
Fc1cccc(Nc2cc(-n3cccn3)ncn2)c1	4	6	1	4
CC(=O)NC(Cc1ccccc1)C(=O)NC1CCN(C(=O)c2cnccn2)CC1 (stereo unspecified)	-10	10	1	2
CC(C)c1ccc(NC(=O)C2CCCN(S(=O)(=O)c3cnc[nH]3)C2)cc1 (stereo unspecified)	20	6	1.1	-9
COCCCNC(=O)CSc1nc2ccc(N3CCOCC3)cc2c(=O)n1CCc1ccccc1	15	4	1.1	-3
CCOc1ccc(NC(=O)CSc2nnc(Cn3c(=O)sc4ccccc43)n2C)cc1	-7	7	1.1	1
Cc1nc(C)c(C(=O)Nc2cccc(C)c2C)o1	?	15	0.83	?
Clc1ccc(OCc2nc(-c3ccccn3)no2)c(Br)c1	11	5	1	-5
O=C(c1ccc(Cn2c(=O)[nH]c3ccccc3c2=O)cc1)N1CCN(c2ccc(F)cc2)CC1	12	3	1.1	-3
COC(=O)Nc1nc2c(C)cccc2s1	2	5	1	-4
Cn1c(-c2ccc(F)cc2)cnc1SCC(=O)Nc1ccccc1N1CCOCC1	?	18	0.99	?

# Some entries already given with just VLA-4 agonist:
structure,VLA-4 agonist
CCOc1ccc(S(=O)(=O)NCC2CCCO2)c2cccnc12 (stereo unspecified),2
C=CCn1c(SCC(=O)Nc2nnc(CC)s2)nnc1-c1ccco1,0
Fc1cccc(Nc2cc(-n3cccn3)ncn2)c1,4
CC(=O)NC(Cc1ccccc1)C(=O)NC1CCN(C(=O)c2cnccn2)CC1 (stereo unspecified),2
CC(C)c1ccc(NC(=O)C2CCCN(S(=O)(=O)c3cnc[nH]3)C2)cc1 (stereo unspecified),-9
COCCCNC(=O)CSc1nc2ccc(N3CCOCC3)cc2c(=O)n1CCc1ccccc1,-3
CCOc1ccc(NC(=O)CSc2nnc(Cn3c(=O)sc4ccccc43)n2C)cc1,1

# (next part)
smiles	VLA-4 antagonist	Prostate diff	Autofluor Jurkat	VLA-4 agonist
Cc1nn(-c2ccccc2)c2sc(C(=O)N3CCOCC3)cc12	-20	12	0.96	4
O=C(NCC1CCCO1)c1ccc(CS(=O)(=O)Cc2ccc(F)cc2)o1 (stereo unspecified)	-8	6	1	10
CCn1nnnc1NCc1cccn1C	-12	0	1	-2
CC(O)CN(Cc1cccc(Cl)c1)CC(C)O (stereo unspecified)	-22	5	1	0
COc1ccc(C2C(C(=O)N3CCCC3)c3cc(OC)c(OC)cc3C(=O)N2C)cc1OC (stereo unspecified)	-6	4	1	0
O=C(CCn1c(=O)c2ccccc2n(Cc2cccnc2)c1=O)NCc1ccc2c(c1)OCO2	-20	9	1.1	-2
CCOC(=O)c1sc2nc(C)n(CC(=O)NCC3CCCO3)c(=O)c2c1C (stereo unspecified)	-2	3	0.98	1
CCC(=O)N1CCc2cc(S(=O)(=O)CCC(=O)Nc3c(C)n(C)n(-c4ccccc4)c3=O)ccc21	-18	4	1.1	6
Cc1ccc(S(=O)(=O)N2CCOCC2)cc1C(=O)OCC(=O)N1CCc2ccccc2C1	-4	3	1.1	-8
O=S(=O)(Nc1ccc2c(c1)OCCO2)c1cccc2nsnc12	-6	13	1	7
Fc1cccc2sc(N3CCCCC3)nc12	-8	7	1.1	-1
O=C(c1cc2ccccc2o1)N1CCN=C1SCc1cccc(F)c1	4	11	1	-1
CC(=O)c1ccccc1Oc1nc(CN2CCOCC2)nc2scc(-c3cccs3)c12	-11	2	1	-2
O=C(NC1CCCC1)c1cc(-c2cccs2)on1	-11	14	1	3
COc1ccc(C2C3=C(CCCC3=O)Nc3nc(C(F)(F)F)nn32)cc1OC (stereo unspecified)	-3	16	1.1	-1
NC(=O)CSc1nc2c(sc3ccccc32)c(=O)n1CCCN1CCOCC1	-12	8	0.96	8
Cn1c(=O)cc(OCCCC(=O)N2CCN(c3ccccn3)CC2)c2ccccc21	44	2	1.1	-10
CCOC(=O)N1CCN(C(=O)c2cccn3c(=O)c4sccc4nc23)CC1	-2	5	1.1	3
O=C(C1CCCN(S(=O)(=O)c2cnc[nH]2)C1)N1CCN(Cc2ccccc2)CC1 (stereo unspecified)	5	6	1	3
COc1ccc(N2C(=O)C3CCCN3C2c2ccc(C)o2)cc1Cl (stereo unspecified)	13	11	1.1	2
Cc1nc2ncnn2c(C)c1CCC(=O)N1CCOCC1	4	8	1.1	2
COC(=O)C1=C(C)Nc2ncnn2C1c1ccc(OC(=O)c2ccccc2)cc1 (stereo unspecified)	-28	5	0.94	11
CCOc1ccc(OCc2cccc(C(=O)O)c2)cc1	-36	8	1.1	9
O=c1c(-c2ccccc2)c(O)c2cccc3c2n1CCC3	21	2	1.1	-13
Cc1ccc(-n2nc3cc(Cl)c(NC(=O)c4ccco4)cc3n2)cc1	-5	36*	1	0

# An excerpt from above in order of the VLA-4 agonist value, high to low:
Compound	VLA-4 antagonist	Prostate diff	Autofluor Jurkat	VLA-4 agonist
CCOc1ccc(OCc2cccc(C(=O)O)c2)cc1	-36	8	1.1	9
NC(=O)CSc1nc2c(sc3ccccc32)c(=O)n1CCCN1CCOCC1	-12	8	0.96	8
Cc1cc(=O)n(C)c(=O)n1CCCCCN1CCCC1	-8	16	1	-1
CCn1nnnc1NCc1cccn1C	-12	0	1	-2

# (listing goes on)
smiles	VLA-4 antagonist	Prostate diff	Autofluor Jurkat	VLA-4 agonist
NS(=O)(=O)c1cc2c(cc1Cl)NC(C(Cl)Cl)NS2(=O)=O (stereo unspecified)	-14	3	1.1	2
Cc1cc(C(=O)Nc2ccccc2C#N)n(-c2ccccc2)n1	2	0	1	1
COc1ccc(C(=O)NCc2nnc(SCC(=O)N3CCC(C)CC3)o2)cc1OC	-15	5	0.95	10
CCN1CCCC1CNC(=O)c1cn(CC)c2ccc(S(=O)(=O)N3CCCCCC3)cc2c1=O (stereo unspecified)	-13	4	1.1	1
O=C1CCCC2=C1C(c1ccc(Br)cc1)c1c([nH]c(=S)[nH]c1=O)N2 (stereo unspecified)	-13	7	1	3
Cc1ccc2nc3ccc(N4CCN(C)CC4)nn3c(=O)c2c1	?	4	1.4	?
S=c1nc2ccccc2c2nc(-c3ccccc3)[nH]n12	?	7	1.1	?
C=CCOc1ccc(/C=N/n2cncn2)cc1OC	10	8	1.1	-1
O=C(c1ccc2ccccc2n1)N1CCN(c2ccccc2)CC1	?	6	1.1	?
CSC1=NCCN1C(=O)c1ccc2c(c1)OCO2	?	6	1	?
CC1(c2ccc(OC(F)F)cc2)NC(=O)N(CC(=O)Nc2ccc3c(c2)OCO3)C1=O (stereo unspecified)	-25	10	1.1	8
COc1ccc(C(=O)Nc2nncs2)c(OC)c1	0	7	1	6
O=C1CN(S(=O)(=O)c2ccc(F)cc2)CC(=O)N1CCc1ccccc1	-12	18	1	3
Cc1ccc(S(=O)(=O)NC2=NCN(C3CCCCC3)CN2)cc1	-6	22	1	-4
Cc1cc(N2C(=O)C(=O)/C(=C(/O)c3ccc(F)cc3)C2c2ccc(F)cc2)no1 (stereo unspecified)	26	1	1	-23
CC(C)CNC(=O)C1C2C=CC(C2)C1C(=O)O (stereo unspecified)	-10	8	1	-3
CCNC(=O)CC1C(=O)N(c2ccc(F)cc2)C(=O)N1CCC(C)C (stereo unspecified)	2	9	1	2
COc1cccc(C2C3=C(N=C4SCC(=O)N42)c2ccccc2CC3)c1OC (stereo unspecified)	-22	4	1	4
CC(=O)NC1(c2nnnn2CCOC(=O)Nc2ccc(Cl)cc2)CCCCC1	-30	20	0.98	1
COc1ccc(N2C(=O)C3CCCN3C2c2ccccc2OC)cc1 (stereo unspecified)	5	6	1.1	-13
Cc1cc(NCCCn2ccnc2)n2c(nc3ccccc32)c1C#N	-11	7	1.1	0
COc1ccc2ccccc2c1CN1CCN(C)CC1	-18	5	0.99	6
O=C(Cn1cnc2sc(-c3ccccc3)cc2c1=O)N1CCOCC1	-29	11	1.1	8
Cc1ccc2[nH]c(=O)c3cc(C(=O)N4CCN(C(=O)c5ccco5)CC4)sc3c2c1	-14	10	1.1	3
COCCNC(=O)C(c1ccc(C)o1)N(C(=O)c1snc(C(N)=O)c1N)c1ccc(C)cc1 (stereo unspecified)	-4	9	1	-6

# The list goes on; the last two above are carried over.
smiles	VLA-4 antagonist	Prostate diff	Autofluor Jurkat	VLA-4 agonist
Cc1ccc2[nH]c(=O)c3cc(C(=O)N4CCN(C(=O)c5ccco5)CC4)sc3c2c1	-14	10	1.1	3
COCCNC(=O)C(c1ccc(C)o1)N(C(=O)c1snc(C(N)=O)c1N)c1ccc(C)cc1 (stereo unspecified)	-4	9	1	-6
CSCCC(NC(=O)c1occc1C)C(=O)O (stereo unspecified)	?	14	1	0
Cc1ccc(NC(=O)CN2CC(C)SC2=NC2CCCCC2)cc1 (stereo unspecified)	-12	5	1	-1
O=C(NCC1COc2ccccc2O1)c1c[nH]c2ccc(S(=O)(=O)N3CCOCC3)cc2c1=O (stereo unspecified)	-7	9	1.2	-4
COC(=O)CCCCC(=O)C1C(=O)CC(C)(C)C(C(=O)OC)C1=O (stereo unspecified)	-18	4	0.93	6
COc1ccccc1-c1cc(C(=O)Nc2cccnc2)no1	9	8	1.1	-1
COC(=O)c1cnn2c(C)c(Cc3cccc(F)c3)c(C)nc12	-4	5	1.2	-5
O=C(O)c1ccc(-n2nnnc2Oc2ccccc2C(=O)N2CCOCC2)cc1	-21	13	0.98	-17
COCCOC(=O)/C=C1/NC(=O)CS1	-8	6	0.96	-2

# Source: PubChem (NMMLSC)
